Screens: PubChem BioAssay, Sanford-Burnham Center for Chemical Genomics
ATG4B inhibitor – inhibitors of human ATG4B cysteine protease | Q9Y4P1 | AID 504462 | inhibition, % at 8.33 µM | 0.51% of 340,000 active | ATG4B cleavage of LC3-PLA2, NBD-HPC fluorescence, 1 h; in the data active means inhibition above about 40%
A3A deaminase – inhibitors of human APOBEC3A DNA deaminase; P31941; recombinant A3A, FAM/TAMRA ssDNA deamination fluorescence; inhibition, % at 20 µM; 0.41% of 330,000 active; AID 493011;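 active means at least 40% inhibition at 20 µM here, with at most 30% in a related deaminase screen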;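 further: plate controls were A3A with DMSO for no effect and wells lacking A3A enzyme for full effect; some results filed as inactive read as strong as hits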
Target sequence (P31941 whole entry, looked up): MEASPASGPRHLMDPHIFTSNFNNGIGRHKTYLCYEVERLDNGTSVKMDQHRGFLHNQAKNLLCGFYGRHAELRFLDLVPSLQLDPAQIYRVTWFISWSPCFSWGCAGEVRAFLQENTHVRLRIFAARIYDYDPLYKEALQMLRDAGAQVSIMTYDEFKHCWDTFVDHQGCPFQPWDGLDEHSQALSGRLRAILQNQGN
hIAP inh – blocks human intestinal alkaline phosphatase; 0.12% of 330,000 active; purified IAP, CDP-Star luminescence, 30 min; P09923; inhibition, % at 10 µM; AID 2544;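 active means inhibition reaching a set limit with compound at 10 µM in the primary screen, cut at about 35% in these data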;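 further: plate controls were DMSO wells with enzyme for no effect and no-enzyme buffer wells for full effect; values of inactives mirror those of a sister screen read the other way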
Target sequence (P09923 whole entry, looked up): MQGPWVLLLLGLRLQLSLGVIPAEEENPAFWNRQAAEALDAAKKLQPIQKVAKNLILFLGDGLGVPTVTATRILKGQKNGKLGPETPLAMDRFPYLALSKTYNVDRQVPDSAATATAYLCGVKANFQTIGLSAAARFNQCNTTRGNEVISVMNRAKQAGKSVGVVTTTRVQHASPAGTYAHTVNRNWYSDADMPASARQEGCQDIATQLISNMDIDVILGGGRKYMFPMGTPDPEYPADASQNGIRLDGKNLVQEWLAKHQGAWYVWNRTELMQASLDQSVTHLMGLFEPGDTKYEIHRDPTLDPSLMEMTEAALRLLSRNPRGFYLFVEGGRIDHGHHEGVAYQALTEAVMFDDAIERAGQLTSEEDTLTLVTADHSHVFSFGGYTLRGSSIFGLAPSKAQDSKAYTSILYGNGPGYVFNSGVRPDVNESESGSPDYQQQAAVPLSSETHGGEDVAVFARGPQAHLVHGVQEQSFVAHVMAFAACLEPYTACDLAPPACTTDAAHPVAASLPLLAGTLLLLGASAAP
MPTP block – inhibitors of mitochondrial permeability transition pore. isolated mouse mitochondria, Ca2+ swelling absorbance, 30 min. inhibition, % at 10 µM. 1.4% of 360,000 active;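 active means inhibition of 50% or more, scaled per plate between neutral and stimulator controls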;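 further: 0% = DMSO wells given calcium and 100% = 1 mM EGTA wells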
mIAP block – mouse IAP inhibition. purified mouse IAP, CDP-Star luminescence, 30 min. inhibition, % at 10 µM. 0.2% of 330,000 active;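 active means inhibition of at least 40% at 10 µM in the primary screen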;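 further: plate controls were DMSO with enzyme for no effect and no enzyme wells for full effect; values of inactives mirror those of a sister screen read the other way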
mIAP activ – mouse IAP activation; 0.24% of 330,000 active; muIAP, CDP-Star luminescence, 30 min; active compounds read high; 1 = vehicle-only enzyme signal, 0 = enzyme-free wells; activation factor at 10 µM;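 active means activation factor of at least 2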; further: the source names both 10 and 20 µM as test concentration; values of inactives mirror those of a sister screen read the other way
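Assay system: mouse IAP enzyme; Reagent: CDP-Star chemiluminescent phosphatase substrate; Compound: DMSO-dissolved test compounds; Incubation: 30 min, room temperature; Technique: luminescence from enzymatic CDP-Star hydrolysis; Controls: DMSO-only wells and no-enzyme negative control.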
beta cell repl – inducers of beta-cell replication in MIN6 cells. MIN6 cells proliferation, ATPlite luminescence, 48 h; cells starved in 0.2% serum; 100% = growth in 10% serum. proliferation, % at 10 µM. 0.29% of 330,000 active;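 active means compounds whose signal lies at least 3.5 SD above the mean of all wells on their plate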;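 further: 0% = DMSO-treated cells in low-serum medium and 100% = 10% serum control; some compounds called inactive have numbers as strong as hits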
hIAP activ – increases human intestinal alkaline phosphatase activity; P09923; purified human IAP, CDP-Star luminescence, 30 min; active compounds read high; 1 = vehicle-only enzyme, 0 = enzyme-free background; activation factor at 10 µM; 0.16% of 330,000 active; AID 2524;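 active means activation factor of the enzyme at least 2-fold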; further: the source names both 10 and 20 µM as test concentration; values of inactives mirror those of a sister screen read the other way
A3G deaminase – inhibitors of human APOBEC3G DNA deaminase; AID 493012; Q9HC16; 0.28% of 330,000 active; inhibition, % at 20 µM; recombinant A3G, ssDNA deamination FAM/TAMRA fluorescence;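 active means inhibition of at least 40% at 20 µM, with no more than 30% in the related APOBEC3A deaminase screen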;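 further: plate controls were DMSO wells with A3G for no effect and wells lacking A3G enzyme for full effect; some compounds called inactive have numbers as strong as hits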
* marks the source's active call; other numbers are inactive results; nt = no result given. Rows are unselected; any-hit rate near 3.3%.

structure | A3A deaminase | MPTP block | A3G deaminase | ATG4B inhibitor | hIAP activ | mIAP activ | hIAP inh | mIAP block | beta cell repl
COc1ccc(C(C(=O)NCC2CCCO2)N(Cc2ccc(F)cc2)C(=O)CNC(=O)c2ccco2)cc1OC (configuration not stated) | 0 | -0.7 | -5 | -6 | 1 | 0.94 | -5 | 6 | -5
COc1ccc(COCC(O)CN2CCc3ccccc3C2)cc1OC (configuration not stated) | -1 | 1.9 | 14 | -12 | 1.1 | 1 | -6 | -3 | -1
O=C(NCCN1CCOCC1)c1cc(S(=O)(=O)NCCCN2CCCC2=O)ccc1Cl | -1 | 0.3 | -2 | -10 | 0.89 | 1 | 11 | -2 | -2
CCCc1cc(C(=O)Nc2sc(C)c(C)c2C(=O)OCC)no1 | -2 | -1.0 | 15 | 5 | 0.94 | 0.97 | 6 | 3 | 7
O=C(NC1CCCCCC1)C1CC(=O)N(c2ccc(Cl)cc2)C1 (configuration not stated) | -1 | -1.5 | -7 | 1 | 0.95 | 1 | 5 | -2 | -1
NC(=O)C1CCN(C(=O)C2CCC(=O)N(CC3CCCCC3)C2)CC1 (configuration not stated) | 1 | -1.7 | 1 | -8 | 0.92 | 0.96 | 8 | 4 | 0
CC(C)CNC(=O)c1ccc(NC(=O)c2cccs2)cc1 | 2 | 1.8 | 7 | -3 | 0.84 | 1 | 16 | 0 | 0
CC(C)C(CC(=O)N1CCCCC1)C1CCOC(C)(C)C1 (configuration not stated) | 3 | -0.5 | 5 | 2 | 1.2 | 1.1 | -24 | -10 | -4
CC(=O)Nc1ccc(Nc2nc(-c3sc(C)nc3C)cs2)cc1 | 0 | 2.0 | 2 | -12 | 1.1 | 1.1 | -6 | -5 | -3
O=C(OCC(=O)N(CCc1ccccc1)Cc1ccccc1)c1ccccc1NCCO | -2 | -0.2 | -4 | -9 | 1.1 | 1.2 | -13 | -16 | -3
COc1cc(/C=N/Nc2nc3ccccc3s2)ccc1OC(=O)c1ccccc1F | 4 | 1.4 | 2 | -11 | 0.93 | 0.95 | 7 | 5 | -3
O=C(Nc1ccc(Br)cc1)C1OCCc2ccccc21 (configuration not stated) | 1 | 1.7 | -6 | 5 | 1.1 | 1.2 | -11 | -17 | -1
O=C(O)CCCC(=O)N1CCc2cc(S(=O)(=O)NCc3ccc(F)cc3)ccc21 | -4 | -1.7 | -9 | 2 | 0.99 | 1 | 1 | -1 | -2
Cn1c(NC(=O)c2ccccc2)c(-c2ccccn2)c(=O)c2ccccc21 | 2 | 0.0 | -5 | -3 | 1.1 | 0.98 | -5 | 2 | -3
C=CCn1c(Sc2nncn2C)nc2c1c(=O)[nH]c(=O)n2C | 13 | -0.7 | -4 | 1 | 0.99 | 1 | 1 | -1 | -2
O=C(CN1CSCC1=O)N1CCN(S(=O)(=O)c2cc(C(F)(F)F)ccc2Cl)CC1 | 0 | 0.3 | -9 | 1 | 1 | 0.96 | -2 | 4 | 0
COc1ccccc1N1CCN(CCCNc2c(C)c(=O)n(C)c(=O)n2C)CC1 | -1 | -2.0 | -6 | 3 | 1.1 | 0.97 | -8 | 3 | -4
CS(=O)(=O)c1ccc2sc(NC(=O)c3cc4ccccc4o3)nc2c1 | 53* | 1.6 | 27 | 1 | 1.1 | 0.98 | -10 | 2 | -2
Cc1ccccc1C1CC(c2ccccc2)Nc2ncnn21 (configuration not stated) | 7 | -1.1 | 7 | 2 | 0.98 | 0.92 | 2 | 8 | -2
COc1ccc(NC(=S)NNC(=O)C2CC2c2ccc(C)cc2)cc1 (configuration not stated) | 4 | -0.3 | 0 | 3 | 1.7 | 0.95 | -67 | 5 | -3
Fc1cccc(-c2n[nH]c(=S)n2-c2ccccc2)c1 | -4 | -0.2 | 41* | 1 | 0.9 | 0.9 | 10 | 10 | 0
Cc1ccc(S(=O)(=O)N2CCCCC2)cc1NC(=O)COC(=O)Cc1cccc(C(F)(F)F)c1 | 1 | 7.9 | -7 | -8 | 1.2 | 1.2 | -18 | -22 | 0
Cc1c(Cl)ccc2c(C(=O)Nc3cc(C(C)(C)C)on3)cc(-c3ccccn3)nc12 | 2 | 0.5 | -6 | -6 | 0.84 | 0.94 | 16 | 6 | -5
OC1CCCCC1 | -4 | 0.2 | -7 | 6 | 1.1 | 0.99 | -9 | 1 | 4
COc1ccc(NC(=O)CN2CC(c3ccccc3)CC2=O)cc1OC (configuration not stated) | -4 | 0.9 | -7 | 3 | 0.92 | 1 | 8 | -4 | -1
COc1ccc(C2C(C(C)=O)=C(O)C(=O)N2c2ccc(C)cc2)cc1 (configuration not stated) | -8 | 0.8 | -7 | 7 | 1.1 | 1.1 | -8 | -6 | -3
COc1ccc(NC(=O)/C=C/c2ccccc2[N+](=O)[O-])c(OC)c1 | -4 | 0.2 | -5 | 8 | 0.83 | 0.86 | 17 | 14 | 0
Cc1cc(C(C)(C)C)ccc1OCCOCCN1CCCC1 | -2 | 54* | -8 | -4 | 0.9 | 0.95 | 10 | 5 | 0
NC(=O)c1c(NC(=O)C(=O)N2CCOCC2)sc2c1CCCC2 | -6 | 0.0 | -9 | -2 | 1 | 0.94 | -2 | 6 | 12
Nc1nnc(CCOc2ccccc2Cl)s1 | -2 | -0.3 | -3 | -13 | 0.83 | 0.93 | 17 | 7 | 0
NS(=O)(=O)c1ccc(CNC(=O)c2ccc3c(c2)OCO3)cc1 | 1 | 0.0 | -4 | 0 | 1.1 | 0.95 | -5 | 5 | -2
COc1cc(C)nc(N2CCCC(C(=O)Nc3cc(Cl)ccc3OC)C2)n1 (configuration not stated) | -1 | 2.1 | -3 | 4 | 0.91 | 1 | 9 | -3 | -5
CN(CC(=O)NCCCn1ccnc1)S(=O)(=O)c1ccc(Cl)cc1 | -2 | -0.2 | -7 | 2 | 1 | 1 | 0 | 0 | -1
CC1(C)CC(=O)/C(=C(\O)c2ccccc2)C(=NCCc2ccccc2)C1 | -3 | 0.3 | -6 | -12 | 0.97 | 0.98 | 3 | 2 | 0
C=CCNC(=O)/C=C/c1ccc(C(C)C)cc1 | -3 | -0.9 | -2 | 16 | 0.98 | 1 | 2 | -2 | 0
COc1ccc(NC(=O)CSc2c(C)nn(-c3nnc(C)c(=O)[nH]3)c2C)cc1 | -1 | -1.2 | -7 | -2 | 1.2 | 1.1 | -20 | -8 | -2
CC(=O)NCCC(=O)Nc1ncc(S(=O)(=O)c2ccc([N+](=O)[O-])cc2)s1 | 20 | -0.9 | -7 | 2 | 1.2 | 0.97 | -19 | 3 | -2
CCOC(=O)CC1C(=O)NCCN1C(=O)c1cc2c(=O)n3cccc(C)c3nc2s1 (configuration not stated) | 2 | 0.2 | 1 | -10 | 1 | 0.99 | -2 | 1 | -1
Cc1nn(Cc2ccc(Cl)cc2Cl)c(Cl)c1/C=N/NC(=O)CNc1cccc(C(F)(F)F)c1 | 2 | nt | -4 | nt | 1.2 | 0.97 | -16 | 3 | -6
O=C(CS(=O)(=O)c1ccccc1)Nc1nnc(C(F)(F)F)s1 | 2 | 1.4 | 3 | -7 | 0.96 | 1.1 | 4 | -12 | 0
CCN(c1ccccc1)S(=O)(=O)c1ccc(F)cc1C | -1 | -1.3 | -8 | -7 | 1.1 | 0.99 | -10 | 1 | -1
COc1cccc(-c2cn3nc(C)c(C)nc3n2)c1 | 0 | 4.1 | -6 | -9 | 1 | 0.96 | 0 | 4 | -1
CC(C)NC(=O)c1onc(CSc2ccncc2)c1C(=O)NC(C)C | 3 | -1.1 | -5 | -8 | 0.98 | 1 | 2 | -1 | -3
CCN(CC)C(=O)c1cccc(-c2ccc(OC)cc2)c1 | -1 | 4.2 | -11 | 1 | 0.94 | 0.9 | 6 | 10 | 2
O=C(N/C(=C/c1ccco1)C(=O)N1CCCCCC1)c1cccs1 | 1 | -2.1 | -7 | 0 | 0.97 | 0.92 | 3 | 8 | -1
COc1ccc(Cl)cc1NC(=O)CN1CCC(n2nnc3ccccc32)CC1 | -1 | 0.8 | -1 | -17 | 0.88 | 0.94 | 12 | 6 | 2
O=C(c1cc(-c2cccs2)nc2ccccc12)N1CCN(c2ccccc2O)CC1 | -7 | 1.0 | -16 | -9 | 0.84 | 1 | 16 | 0 | -4
CCOc1cc(C(C(=O)NCC2CCCO2)N(C(=O)Cn2nnc3ccccc32)c2ccc(OC)c(OC)c2)ccc1O (configuration not stated) | 2 | 1.7 | -2 | 1 | 1 | 1 | -4 | -1 | 1
COc1cnn(-c2ccccc2)c(=O)c1SCc1ccc(Cl)cc1Cl | -5 | -0.9 | -8 | -4 | 0.97 | 0.96 | 3 | 4 | 0
COc1cccc(N2CCN(C(c3ccccn3)c3nnnn3C(C)(C)C)CC2)c1 (configuration not stated) | -5 | 0.0 | -3 | 1 | 1.3 | 1.1 | -33 | -8 | -3
CCc1nc(SCc2ccccn2)[nH]c(=O)c1C | 6 | -0.9 | -6 | -5 | 1.2 | 1.1 | -15 | -7 | -2
Cc1nn(C(C)(C)C)c(C)c1/C=N/OC(=O)Nc1ccc(Cl)cc1 | -2 | 79* | -4 | 2 | 1.1 | 1.4 | -11 | -42 | -3
CCc1ccccc1NC(=O)CN(C)C(=O)CSc1nc2cc(Cl)ccc2s1 | -8 | -0.8 | -6 | 13 | 0.8 | 1.1 | 20 | -6 | -2
CCN1C(=O)[C@H]2[C@@H](c3ccc(-c4ccc(Cl)c(Cl)c4)c(OC)c3)N[C@@](Cc3ccccc3)(C(=O)OC)[C@H]2C1=O | -1 | 0.3 | -4 | -2 | 0.91 | 0.98 | 9 | 2 | -8
COC(=O)C(CC(C)C)NC(=O)CNC(=O)c1ccccc1C (configuration not stated) | 2 | 0.7 | 0 | 1 | 1 | 0.94 | -5 | 6 | -1
O=C(NCC1CCN(Cc2ccccc2Cl)CC1)Nc1ccccc1F | -4 | 1.4 | -8 | 3 | 1.2 | 2 | -20 | -97 | -1
Nc1ccc(Oc2ccc3nc(-c4ccccc4)c(-c4ccc([N+](=O)[O-])cc4)nc3c2)cc1 | -1 | 6.2 | -7 | 1 | 0.9 | 1 | 10 | -4 | -1
CC1Nc2ncnc(N3CCN(c4ccccc4)CC3)c2N(Cc2ccc(Br)cc2)C1=O (configuration not stated) | 1 | -1.5 | 0 | -8 | 0.88 | 0.9 | 12 | 10 | -8
COc1ccc2nc(SC)c(C#N)cc2c1 | 1 | 1.8 | 0 | -2 | 1.1 | 1 | -10 | -5 | -1
CN(C)S(=O)(=O)c1ccc(S(=O)(=O)NC2CCOC(C)(C)C2)cc1 (configuration not stated) | -3 | -0.8 | 4 | -12 | 1.1 | 0.97 | -14 | 3 | -3
CN(C)CCCNC(=O)C[C@H]1C[C@H](C(=O)N2CCCCC2)[C@@]2(CCc3ccccc3)c3[nH]c4ccc(Cl)cc4c3CCN2C1=O | 1 | -5.1 | -4 | 5 | nt | 1.3 | nt | -23 | nt
COc1ccc2c(c1)c(C(=O)N/N=C/c1cccc(O)c1)c(C)n2C | -1 | 3.1 | -1 | -17 | 1.1 | 0.96 | -8 | 4 | -1
